SMN2 splice up = SMN2 splice variant enhancement. HEK293 SMN2-luciferase splicing reporter, luminescence, 30-36 h. Potency, µM (highest dose often 46.1 µM), without a hit: top-dose activity change, positive = activation, most hits filed as activators. 2.8% of 210,000 active. AID 1458; further: potency means the concentration at half of the fitted maximal effect; % of control where 0% means no effect; nearly all actives have a fitted effect of over 55% in size
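HEK293 cells carry an SMN2 […]–luciferase reporter in which exon 7 inclusion puts luciferase in frame. Cells were plated 10-12 h before compound addition, then incubated 30-36 h at 37C. ONE-Glo luminescence was read; sodium butyrate at 4.5 mM final served as control.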
CBFb-RUNX1 inh = inhibitors of human CBF-beta and RUNX1 interaction | Potency, µM (highest dose often 59.8 µM), without a hit: at the top dose activity, negative = inhibition, usual class: inhibitors | 230,000 tested, under 10 active | AlphaScreen CBFb-His/RUNX1-biotin binding, biochemical | Q01196+Q13951; further: % of control where 0% means no effect
Target sequence (Q01196 whole entry, looked up): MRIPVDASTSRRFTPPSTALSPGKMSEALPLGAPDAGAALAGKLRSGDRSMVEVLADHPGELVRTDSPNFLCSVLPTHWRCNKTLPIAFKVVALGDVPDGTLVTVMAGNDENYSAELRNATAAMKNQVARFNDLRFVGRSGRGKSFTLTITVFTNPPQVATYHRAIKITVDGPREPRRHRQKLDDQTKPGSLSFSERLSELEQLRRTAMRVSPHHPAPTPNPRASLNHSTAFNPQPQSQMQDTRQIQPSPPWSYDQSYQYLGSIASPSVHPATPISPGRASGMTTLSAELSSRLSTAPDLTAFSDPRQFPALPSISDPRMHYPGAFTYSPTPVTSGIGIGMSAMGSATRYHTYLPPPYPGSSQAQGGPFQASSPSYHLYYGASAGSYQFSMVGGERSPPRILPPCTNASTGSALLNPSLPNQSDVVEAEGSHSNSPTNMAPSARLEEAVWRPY
Target sequence (Q13951 whole entry, looked up): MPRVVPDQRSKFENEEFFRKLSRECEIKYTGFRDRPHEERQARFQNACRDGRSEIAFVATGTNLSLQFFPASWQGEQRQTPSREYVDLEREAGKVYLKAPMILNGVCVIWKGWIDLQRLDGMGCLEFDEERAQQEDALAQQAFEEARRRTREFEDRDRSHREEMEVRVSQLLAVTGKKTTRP
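Interaction loss through any mechanism counts as activity. Pre-formed complex of His-CBF-beta and biotin-RUNX1 (30 nM apiece) is incubated with compound 15 min, then with 50 ng nickel and 50 ng streptavidin beads for 90 min before AlphaScreen detection.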
IMPase Li cell = IMPase inhibition in cells with lithium potentiation; CHO-M1 cells, IP1 TR-FRET (IP-One), carbachol + lithium; Potency, µM (series often up to 59.4 µM), for inactives: at the highest dose activity, negative = IMPase inhibition, most hits filed as inhibitors; 0.35% of 210,000 active; AID 1457;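 further: IP1 builds up when IMPase is blocked and the TR-FRET signal falls; potency means the concentration at half of the fitted maximal effect; plate controls were basal vehicle for no effect and high inhibitor control for full effect; nearly all actives have a fitted effect of over 50% in size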
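CHO cells stably expressing M1 receptor (2000/well, cultured 16–30 h) treated 30 min at 37C with compound plus low lithium. Cytosolic IP1 by TR-FRET (665/620 ratio and 620 channel) after 10 min lysis; AC50 by Hill fit.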
HttQ103 aggreg = reduces HttQ103-GFP aggregates in PC12 cells | PC12 HttQ103-GFP aggregates, Acumen cytometry, 40 h | Potency, µM (highest dose often 46.1 µM), for inactives: at the highest dose activity change, negative = inhibition, most hits filed as inhibitors | 1.1% of 220,000 active; further: potency means the concentration at half of the fitted maximal effect; on the % scale 0 is the no-effect control and ±100 the full control effect; nearly all actives have a fitted effect of over 60% in size
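Multiplexed with ATP-based cell death, this channel scores GFP aggregates in PC12 cells expressing inducible HTTex1-Q103-GFP. Induction used 100 nM tebufenozide; compounds were tested in concentration series.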
KinaseGlo FLuc = blocks Kinase-Glo luciferase, a counter-screen artifact | Kinase-Glo luciferase, ATP luminescence, 8 min | Potency, µM (series often up to 38.3 µM), for inactives: top-dose activity change, negative = inhibition, actives largely listed as inhibitors | 0.28% of 200,000 active; further: potency means the concentration at half of the fitted maximal effect; on the % scale 0 is the no-effect control and ±100 the full control effect; nearly all actives have a fitted effect of over 60% in size
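Luminescence was the read-out, taken after 8-minute incubation at ambient temperature. Luciferase turned over luciferin with 10 uM ATP in imidazole pH 7.2 buffer containing KCl, MgCl2, Tween 20 and BSA.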
LMNA splice mod = LMNA splicing modulation. HeLa LMNA splicing GFP/RFP minigene ratio, 48 h. Potency, µM (series often up to 46.1 µM), for inactives: top-dose ratio change, negative = inhibition, usual class: inhibitors. 0.01% of 200,000 active; active means well fitted inhibition curve with a large enough effect in the signal ratio, with a control signal flat, not every such curve was filed as active; inconclusive means small, poorly fitted or top-dose-only effect, or effect the other way, or a change in a side signal; the % refers to the signal ratio; further: potency means the concentration at half of the fitted maximal effect; on the % scale 0 is the no-effect control and ±100 the full control effect
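S3 HeLa stable clones carrying a lamin A-EGFP splicing minigene plus DsRed2 were seeded at 600 cells/well in Opti-MEM with 2% FBS, pin-dosed and incubated 48 h at 37°C. Acumen cytometry (488 nm) gave the GFP/RFP total-intensity ratio.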
HTT cytoprotect = cytoprotection in Huntington HTT-Q103 PC12 cell model; 0.14% of 230,000 active; AID 1471; Potency, µM (series often up to 56.4 µM), for the others: cytoprotection (ATP increase), most hits filed as activators; PC12 HTT-Q103 induced, cytoprotection, ATP luminescence, 40 h;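 further: potency means the concentration at half of the fitted maximal effect; % of control where 0% means no effect; nearly all actives have a fitted effect of over 45% in size; toxic huntingtin expression switched on by the ecdysone agonist tebufenozide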
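PC12 cells stably carrying ecdysone-inducible Htt exon 1 (Q103)–GFP were induced with 100 nM tebufenozide (final) alongside library compounds in a dose series. Cytoprotection was scored as retained ATP by ATPlite luminescence.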
Starred values were filed as active, the others as inactive; ? = inconclusive; nt = no result given; [ ] = dose if it differs, or a comment. Unless noted, the call rests on the fitted dose curve; in most records, active means well fitted curve in the direction sought with a large enough effect; inconclusive means small, poorly fitted or top-dose-only effect, or another doubt; inactive means no such curve, though single readings can be large; an effect the other way counts as inactive or inconclusive.

smiles,HTT cytoprotect,LMNA splice mod,HttQ103 aggreg,KinaseGlo FLuc,SMN2 splice up,IMPase Li cell,CBFb-RUNX1 inh
CC(C)c1nnc(NC(=O)CN(C)S(=O)(=O)c2ccc3c(c2)OCCO3)s1,-17%,6%,-6%,4%,-2%,-9%[38.3 µM],1%
O=C(CSc1nc(-c2ccccc2)c(-c2ccccc2)o1)Nc1nnc(-c2ccccc2)s1,-10%,4%,-4%,-5%,-13%,-23%[38.3 µM],0%
O=C1CN(C(=O)CSc2nncn2-c2ccccc2)c2ccccc2N1,-4%,9%,-16%,-4%,1%,-3%[38.3 µM],0%
CCN(CC)C(=O)c1ccccc1NC(=O)CN1C(=O)c2ccccc2C1=O,9%[10 µM],?,3%[9.22 µM],1%,2%,-1%,5%
CCC(C)NC(=S)N1CCN(C(c2ccccc2)c2ccccc2)CC1 (centres undefined),-8%[10 µM],?,2%,2%,1%,14%,1%
O=C(Cc1ccccc1F)Nc1nc2ccccc2[nH]1,-36%[inhibitor],?,-1%[9.22 µM],2%,18%,0%,-3%
O=C(Nc1nc2ccc(F)cc2s1)c1ccccn1,-172%[inhibitor],nt,?,11µM*,-54%[inhibitor],2%,?
Nc1[nH]c(N=NC(=O)c2ccc(F)cc2)c2ccccc12,-24%[10 µM],5%,6%,?,nt,-3%,0%
O=S1(=O)N=C(Oc2ccccc2)c2ccccc21,-17%,-2%,10%,1%,1%,2%[38.3 µM],-3%
NNC(=O)c1csc(CS(=O)(=O)c2ccc(Cl)cc2)n1,15%[10 µM],nt,34%[9.22 µM],nt,nt,nt,3%
O=C(CSc1nccc(=O)[nH]1)N1CCc2ccccc2C1,-24%,7%,2%,1%,0%,17%[38.3 µM],3%
O=C(O)[C@@H](O)[C@@H](O)[C@H](O)C(=O)CO,?,-18%,-2%,-3%[7.66 µM],-6%[9.22 µM],1%,nt
Cc1[nH]nc2c1C(c1ccsc1)C1=C(CC(C)(C)CC1=O)N2 (centres undefined),?,?,18%,1%,23%,-2%,-3%
N#Cc1ccc(CN2CCCC3(CCN(C(=O)c4cccc(F)c4)CC3)C2)cc1,7%,nt,nt,-1%,-18%,7%,nt
CCC(C)(C(=O)NC1CCCC1)N(Cc1cccs1)C(=O)c1ccccn1 (centres undefined),-11%,nt,?,6%,8%,-2%,2%
Nc1nc(NC(=O)c2ccccc2)nn1-c1ccccc1,nt,?,-2%,0%,?,2%,5%
CN1CCN(CCC(=O)Nc2ccc(C3CCCC3)cc2)CC1,-53%[inhibitor],-3%[9.22 µM],-16%[9.22 µM],-1%,-12%,17%,-2%
CCCCc1cc(O)c(CCCC)c(O)c1,-112%[inhibitor],-6%,?,10%,6%,11%[38.3 µM],4%
Cc1cc(Sc2ncnc(N)c2[N+](=O)[O-])ncn1,7%[10 µM],?,4.5µM*,0%,6%,9%,-1%
Cc1cccc(NC(=O)/C=C/c2ccc([N+](=O)[O-])s2)c1,?,?,-3%[9.22 µM],-2%,-87%[inhibitor],9%,-11%
CSc1nsc(SC)c1C(=O)Nc1ccc(Cl)cc1,-12%[10 µM],?,-5%[9.22 µM],nt,nt,nt,5%
NC(=O)c1ccc(NC(=O)COC(=O)c2cc(S(=O)(=O)N3CCOCC3)ccc2N2CCCCC2)cc1,24%[10 µM],nt,8%[9.22 µM],nt,nt,nt,-3%
O=c1c2ccsc2ncn1Cc1ccccc1F,-14%,6%,9%,-1%,9%,1%[38.3 µM],0%
O=C(O)COc1cccc(NC(=O)c2ccccc2)c1,-19%,-3%,7%,-8%,20%,-10%[38.3 µM],9%
N#CC1(C#N)C(c2ccccc2)OC23CCCCCC2C1(C#N)C(=N)O3 (centres undefined),5%[10 µM],-3%,3%,1%,1%,-3%,6%
CCOCc1[nH]c(=S)[nH]c(=O)c1Cc1ccc(OCC)cc1,-57%[inhibitor][10 µM],nt,?,-3%,nt,5%,2%
Cc1cc(NCc2cccnc2)no1,4%[10 µM],nt,-2%[9.22 µM],nt,nt,nt,-3%
Cc1sc(N)nc1-c1ccccc1,-13%,8%[46 µM],-2%,-2%,5%,-9%,-9%
O=C(Nc1ccc(Cl)c(Cl)c1)N1CC=C(c2ccccc2)CC1,-57%[inhibitor],?,?,1%,-12%,39%[activator][38.3 µM],15%
O=C1NC[C@H](Cc2ccc(O)cc2)N(CC2CCCCC2)C1=O,1%[10 µM],nt,-11%[9.22 µM],nt,nt,nt,4%
Cc1ccc(NC(=O)COC(=O)CCc2nc3ccccc3c(=O)[nH]2)c(Br)c1,1%,?,17%,2%,-42%,-9%,-2%
Cc1cc(-c2n[nH]c(=S)n2/N=C/c2ccco2)n[nH]1,-12%[10 µM],nt,-17%[9.22 µM],nt,nt,nt,-5%
COc1ccc(NS(=O)(=O)c2cccc(C(=O)N/N=C(\C)c3ccncc3)c2)cc1,nt,?,-13%,4%,-1%,8%,-7%
CCc1ccc2nc(SCC(=O)Nc3nnc(C)s3)c(C)cc2c1,-8%,-3%[9.22 µM],9%,-3%,11%,?,-8%
O=C(c1ccc(CNc2c(N3CCCC3)c(=O)c2=O)cc1)N1CCc2ccccc2C1,-7%,-14%,?,0%,-4%,18%[38.3 µM],18%
Cc1ccnc(NC(=S)NC(=O)c2cccs2)c1,9%[10 µM],-11%,29%,-6%,6.3µM*,-4%,0%
O=C1CS/C(=C/C(=O)c2ccccc2)N1,-10%,-3%,-7%,-9%,5%,-15%[38.3 µM],-3%
COC(=O)c1ccc2nc(NC(=O)CN3C(=O)CCC3=O)sc2c1,-29%,?,-14%,-5%,7%,1%[38.3 µM],18%
Nc1nc(NCc2ccccc2)nc(NCCO)c1[N+](=O)[O-],17%[10 µM],nt,25%[9.22 µM],nt,nt,nt,14%
Cc1cc(C(=O)NCC(=O)OCC(=O)NCCc2ccccc2)ccc1[N+](=O)[O-],-6%,-13%[46 µM],11%,4%,-10%,4%,6%
CCc1ccc(NC(=O)C(=O)N/N=C(\C)CC(=O)Nc2ccc(OC)cc2)cc1,-55%,nt,19%,-2%,1%,6%,2%
Clc1cccc(-c2nc3nc4ccccc4nc3n2Cc2ccco2)c1,-29%[0.074 µM],3%,?,1%,17%,39%[activator][38.3 µM],-12%
CCC(Cc1ccccc1)NC(=O)CN1C(=O)CSc2ncccc21 (centres undefined),24%[10 µM],?,-6%,-3%,-32%[inhibitor],32%[38.3 µM],14%
[O-]/C(=C(\C(=S)NCc1ccccc1)[n+]1ccccc1)c1ccc(Cl)s1,-19%,nt,4%,6%,-7%,-2%,-13%
S=C(c1ccc(-c2ccccc2Cl)o1)N1CCCCC1,-32%[10 µM],?,?,-2%,13µM*,12%,-2%
CCOc1c2ccc(C(=O)NCc3ccc(C)cc3)cc2nn1CCOC,-12%,3%,7%,0%,-15%,-3%[38.3 µM],5%
CCCC[C@@H]1CNC(=S)N1CCc1cccc2ccccc12,14%[10 µM],nt,4%[9.22 µM],nt,nt,-2%,-3%
COc1cc(/C=C(\C#N)c2nc3ccc(C)cc3[nH]2)c([N+](=O)[O-])cc1OC,-31%[inhibitor],-5%,21%,-4%,-25%,8%[38.3 µM],-15%
O=C(N/N=C/c1ccccn1)c1c[nH]c2ccccc12,-24%[10 µM],?,-17%[9.22 µM],nt,nt,nt,-2%
O=C(NCc1cn2ccccc2n1)c1ccco1,-19%[10 µM],-2%,8%,-4%,15%,27%[38.3 µM],14%
COC(=O)CN(c1ccc(C)cc1)S(=O)(=O)c1ccc2c(c1)n(C)c(=O)c(=O)n2C,-8%,13%,1%,-1%,-12%,-6%[38.3 µM],2%
COC(=O)c1cc2c(-c3ccccc3)cc3ccccn3c-2c1C(=O)OC,-10%,-27%,-28%,-3%,-16%,?,nt
CCN1CCN(Cc2nc3c(c(=O)[nH]c(=O)n3C)n2Cc2ccccc2Cl)CC1,4%,0%,5%,-1%,-6%,11%,1%
Cc1cccc(C)c1OCC(=O)OCC(=O)c1ccc2c(c1)NC(=O)CO2,-7%,2%,22%,-3%,3%,64%[activator][38.3 µM],0%
NC(=O)[C@H](Cc1cc2ccccc2s1)NC(=O)[C@@H]1CC2(CC(c3cccc(NC(=O)[C@@H]4CCC(=O)N4)c3)=NO2)CN1C(=O)c1ccccc1 (some centres undefined),5%,12%,?,-2%,3%,11%[38.3 µM],-4%
CC1=C(C)C[C@@]23CCCN2C(=O)CCC[C@H]3C1,21%[96.6 µM],nt,nt,2%[39.9 µM],nt,10%,-10%[136 µM]
CCC/C(=N\NC(=O)c1cccc(C)c1)c1ccccc1,-7%[10 µM],9%,14%,0%,-30%,14%,-10%
c1ccc(CCNC2=NCCCS2)cc1,-13%,-1%,-10%[9.22 µM],1%,-5%,21%[38.3 µM],1%
CCOC(=O)C1CCCN(CC(=O)NC2=Nc3ccccc3N=C(C)C2c2ccccc2)C1 (centres undefined),5%[10 µM],16%,1%,-2%,14%,18%[38.3 µM],5%
O=S(=O)(c1cccs1)N1CN(Cc2ccco2)c2nc3ccccc3nc21,-5%[10 µM],nt,19%[9.22 µM],nt,nt,nt,1%

The list goes on.
smiles,HTT cytoprotect,LMNA splice mod,HttQ103 aggreg,KinaseGlo FLuc,SMN2 splice up,IMPase Li cell,CBFb-RUNX1 inh
CCSc1nnc([C@H](Cc2ccccc2)NC(=O)OC(C)(C)C)o1,1%,-4%,15%,-6%,0%,14%[38.3 µM],4%
CC(NC(=O)COC(=O)/C(=C/c1cccs1)c1cccs1)c1ccccc1 (centres undefined),7%[0.074 µM],?,-5%,0%,-22%,14%,-21%
CCCc1nc2oc(C(=O)OCC)c(N)c2c2c1COC(C)(C)C2,-22%,1%,-8%,-4%,-17%,-18%[38.3 µM],4%
CCOC(=O)C(O)(CC(=O)c1ccc(Cl)cc1)C(=O)OCC,-28%,nt,-12%,0%,4%,-14%,10%

Bioassay records (PubChem BioAssay)
